DNA Pol III inh: blocks replication by bacterial DNA polymerase III holoenzyme. reconstituted DNA polymerase III holoenzyme replication, biochemical. Potency, µM (highest dose often 57.1 µM), without a hit: at the highest dose activity change, negative = inhibition. 71,000 compounds, 0.25% hits. AID 603; also: potency is read from the fitted curve at half-maximal effect; % is scaled to controls: 0 for no effect and ±100 for the full control effect
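Reconstituted *E. coli* holoenzyme (0.35 nM Pol III, 1 nM beta, 154 nM SSB, 2 nM primase) was preincubated with compound for 15 min at RT. Synthesis on 1.4 nM ssM13Gori ran 35 min, then was stopped with PicoGreen/EDTA and read as dsDNA fluorescence.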
Ub-GFP proteasome: ubiquitin-GFP accumulation via proteasome inhibition. Ubiquitin-GFP reporter cells, proteasome inhibition, GFP fluorescence; response scale: untreated = 0%, 10 µM MG-132 = 100%. Potency, µM (titrated, usually from 45.9 µM), inactives show at the top dose activation (GFP accumulation), usual class: activators. 67,000 tested, under 10 active. AID 526; active = well fitted activation curve with a large enough effect, not every such curve was filed as active; inconclusive = small, poorly fitted or top-dose-only effect, or another doubt; inactive = no such curve, though single readings can be large or run the other way; also: potency is read from the fitted curve at half-maximal effect
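Proteasome block read as GFP accumulation: ubiquitin(G76V)-GFP U2OS cells exposed to compound (2.9 nM–46 uM) for 4 hr at 37 C. Normalization used untreated cells as 0% and 10 uM MG-132 as 100%; concentration-response curves fitted.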
GFP derepression: epigenetic modulators derepressing GFP locus in mouse cells; mouse C127i GFP locus derepression, cytometry, 30 h; Potency, µM (titrated, usually from 46.1 µM), for the others: at the highest dose GFP derepression (activation); 68,000 compounds, 0.09% hits; AID 597; also: % of control where 0% means no effect
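Locus derepression in mouse mammary C127i cells whose integrated CMV-GFP reporter is normally silent; GFP expression after 30 h compound treatment was quantified by counting fluorescent cells.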
CRE-bla Fsk: alters forskolin-stimulated CRE reporter signaling in CHO cells; CHO CRE-bla reporter (cAMP response element driving beta-lactamase), forskolin EC10, beta-lactamase ratio; Potency, µM (doses to about 38.2 µM), for the others: at the top dose activity change, negative = inhibition, usual class: activators; 71,000 compounds, 2.5% hits; AID 662; active = well fitted activation curve with a large enough effect in the signal ratio, with a control signal flat, not every such curve was filed as active; inconclusive = small, poorly fitted or top-dose-only effect, or effect the other way, or a change in a side signal; the % refers to the signal ratio; also: potency is read from the fitted curve at half-maximal effect; % of control where 0% means no effect
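Using CellSensor CRE-bla CHO cells in Opti-MEM with 0.5% dialyzed FBS, compounds were titrated with EC10 NKH 477 for 3 h at 37 °C. CCF4 ratio (460/530 nm) gave %Activity; AC50 derived.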
15-hLO inh: 15-hLO (ALOX15) enzyme inhibition | P16050 | purified 15hLO-1, xylenol orange hydroperoxide absorbance | Potency, µM (titrated, usually from 57.1 µM), without a hit: at the highest dose activity change, negative = inhibition, usual class: inhibitors | 74,000 compounds, 1.4% hits | AID 887; also: potency is read from the fitted curve at half-maximal effect; % is scaled to controls: 0 for no effect and ±100 for the full control effect; nearly all actives have a fitted effect of over 55% in size
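Inhibition is scored from a chromogenic endpoint. After 15 min enzyme-compound contact, arachidonic acid (50 uM final) reacts 6 min with 40 nM 15hLO-1 at room temperature, then Fe-XO reagent is added for 30 min and absorbance ratio recorded.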
HADH2 inhib: inhibitors of human HADH2 dehydrogenase; Potency, µM (titrated, usually from 57.1 µM), for the others: at the top dose activity change, negative = inhibition, most hits filed as inhibitors; recombinant HADH2, NADH fluorescence, beta-hydroxybutyryl-CoA; 73,000 compounds, 3.4% hits; Q99714; also: potency is read from the fitted curve at half-maximal effect; % is scaled to controls: 0 for no effect and ±100 for the full control effect; nearly all actives have a fitted effect of over 60% in size; many of its hits are not listed in these tables
Target sequence (Q99714 whole entry, looked up, one chain of several): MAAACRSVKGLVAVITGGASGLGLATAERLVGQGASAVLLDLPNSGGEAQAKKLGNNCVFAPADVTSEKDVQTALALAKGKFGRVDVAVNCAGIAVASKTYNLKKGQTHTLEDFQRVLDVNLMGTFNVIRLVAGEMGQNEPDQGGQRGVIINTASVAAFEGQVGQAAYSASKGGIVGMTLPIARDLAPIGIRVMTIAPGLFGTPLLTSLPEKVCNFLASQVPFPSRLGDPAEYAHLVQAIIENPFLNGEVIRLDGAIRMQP
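Buffer 100 mM Tris-HCl pH 9.0/0.01% Tween-20; HADH2 20 nM; NAD+ 1 mM; beta-hydroxybutyryl-CoA 90 uM (all final). 15 min cpd preincubation, RT.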
BRCT inh green: BRCA1 BRCT-phosphoprotein interaction inhibition | P38398 | Potency, µM (series often up to 76.9 µM), for the others: at the highest dose activity change, negative = inhibition, actives largely listed as inhibitors | AID 875 | BRCA1 BRCT-phosphopeptide binding, green fluorescence polarization | 75,000 compounds, 0.05% hits;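 also: potency is read from the fitted curve at half-maximal effect; plate controls were peptide without protein for full effect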
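Fluorescence polarization: His-tagged BRCT (~35 kDa BRCA1 C-terminus, 250 nM) bound to 100 nM fluorescein-labeled phosphorylated 10-aa BACH1 peptide, pH 7.3 phosphate buffer with DTT and Tween 20. Compounds incubated 12 min at room temperature; inhibition read as lowered polarization.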
Hsp90 Hop PPI: changes Hsp90-Hop TPR2A binding signal, up or down; AlphaScreen TPR2A-His6 binding biotin-Hsp90 C-terminal peptide; Potency, µM (doses to about 57 µM), without a hit: at the top dose activity change, negative = inhibition; 71,000 compounds, 0.44% hits; AID 595; active = well fitted curve in either direction with a large enough effect; inconclusive = small, poorly fitted or top-dose-only effect, or another doubt; also: potency is read from the fitted curve at half-maximal effect; % is scaled to controls: 0 for no effect and ±100 for the full control effect; many of its hits are not listed in these tables
BRCT inh red: BRCT-phosphoprotein interaction inhibition (red fluorophore); P38398; BRCT-phosphopeptide binding, red fluorescence polarization; Potency, µM (titrated, usually from 76.9 µM), without a hit: at the highest dose activity change, negative = inhibition, most hits filed as inhibitors; 75,000 compounds, 0.03% hits; AID 892; also: % is scaled to controls: 0 for no effect and ±100 for the full control effect
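Fluorescence polarization: 100 nM His-tagged BRCA1 BRCT with 100 nM TAMRA-labelled phospho-BACH1 decapeptide, phosphate buffer pH 7.3 with 150 mM NaCl, DTT, 0.01% Tween 20; 12 min RT. Binding inhibition seen as FP decrease.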
HBB splice mod: hemoglobin beta splicing modulation | 65,000 compounds, 0.06% hits | HBB splicing reporter cell assay, activation; EGFP reporter with mutant IVS2-654 intron; response scale: normalised to 500 nM splice-correcting PNA | Potency, µM (series often up to 46.1 µM), without a hit: at the top dose activation, actives largely listed as activators; also: potency is read from the fitted curve at half-maximal effect; 0% is about no effect
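Compounds were applied for 2 days to HeLa EGFP-654 cells, 500/well in Optimem with 2% FCS. The reporter's EGFP is disrupted by mis-splicing of beta-globin intron IVS2-654. Readout: summed well GFP fluorescence from 488 nm laser scanning; reference was 500 nM antisense […] 654 PNA.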
USP2a inhib: USP2a (human) protease inhibition. Potency, µM (titrated, usually from 38.3 µM), for inactives: at the highest dose activity change, negative = inhibition, most hits filed as inhibitors. USP2a enzymatic assay, qHTS inhibition. 60,000 compounds, 0.1% hits. O75604;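 also: potency is read from the fitted curve at half-maximal effect; nearly all actives have a fitted effect of over 60% in size; plate controls were DMSO for no effect and NEM full inhibition control for full effect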
Target sequence (O75604 whole entry, looked up): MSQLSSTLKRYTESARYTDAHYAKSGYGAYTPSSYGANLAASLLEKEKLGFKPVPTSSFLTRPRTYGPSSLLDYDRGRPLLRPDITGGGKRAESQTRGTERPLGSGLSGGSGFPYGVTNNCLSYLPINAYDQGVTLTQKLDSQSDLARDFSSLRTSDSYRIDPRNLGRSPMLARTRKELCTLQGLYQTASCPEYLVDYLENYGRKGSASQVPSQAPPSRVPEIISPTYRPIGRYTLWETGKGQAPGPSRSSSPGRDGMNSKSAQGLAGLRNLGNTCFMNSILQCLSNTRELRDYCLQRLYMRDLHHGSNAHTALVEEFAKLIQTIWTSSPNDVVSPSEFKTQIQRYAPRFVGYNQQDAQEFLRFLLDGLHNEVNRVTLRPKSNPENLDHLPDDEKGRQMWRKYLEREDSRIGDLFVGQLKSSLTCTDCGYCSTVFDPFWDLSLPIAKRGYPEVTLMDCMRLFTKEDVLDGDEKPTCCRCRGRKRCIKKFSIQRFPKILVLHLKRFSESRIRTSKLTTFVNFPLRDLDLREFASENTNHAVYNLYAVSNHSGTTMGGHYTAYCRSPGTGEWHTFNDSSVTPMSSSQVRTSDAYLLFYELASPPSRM
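20 nM USP2 core + cpd, 30 min RT; add 20 nM Ub-PLA2/20 uM NBD C6-HPC; read Ex460/Em535 at 0 h and 2.5 h. Normalized to NEM; qHTS curve fit/classification.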
An asterisk follows results filed as active; ? = inconclusive; . = no result given; [ ] = another dose, or the depositor's remark. Unless noted, calls follow the shape of the dose curve; as a rule, active = well fitted curve in the direction sought with a large enough effect; inconclusive = small, poorly fitted or top-dose-only effect, or another doubt; inactive = no such curve, though single readings can be large; an effect the other way counts as inactive or inconclusive. These rows are one share of the data, so the mix of outcomes need not match the whole.

SMILES	DNA Pol III inh	Ub-GFP proteasome	GFP derepression	CRE-bla Fsk	15-hLO inh	HADH2 inhib	BRCT inh green	Hsp90 Hop PPI	BRCT inh red	HBB splice mod	USP2a inhib
Cc1csc2ncc(C(=O)NCc3ccccn3)c(=O)n12	-3%	0%	.	3%	7%	25µM*	-1.6%	-5%	-1.4%	0.2%	.
COc1ccc(N2CCN(C(=O)c3cc4c(-c5cccc(OC)c5)nn(C)c4s3)CC2)cc1	6%	1%	-1%	4µM*	-5%	-3%	0.0%	?	-0.7%	-1.9%	25%
Nc1ccccc1N=Nc1c(S(=O)(=O)O)cc2cc(S(=O)(=O)O)cc(O)c2c1O	2.5µM*	6%[9.17 µM]	2%[9.22 µM]	-2%[7.6 µM]	6%[11.4 µM]	-19%[11.4 µM]	-0.8%[15.4 µM]	?	-0.6%[15.4 µM]	-1.3%[9.22 µM]	.
CC(C(=O)NC1CCCCCC1)N(c1ccccc1)S(C)(=O)=O (configuration not stated)	-1%	0%	-2%	1%	3%	6%	2.8%	-2%	-0.1%	-1.2%	5%
CCOC(=O)CNc1nc(-c2ccncc2)nc2ccccc12	-7%	7%	3%	?	1%	6%	1.2%	-4%	-1.3%	1.6%	0%
Cc1cccc(NC(=O)CN(C)S(=O)(=O)c2cccc3nsnc23)c1C	-2%	-15%	0%	-27%	1%	6%	-1.5%	0%	-0.9%	0.1%	7%
O=C(CSc1nnc(C2COc3ccccc3O2)o1)Nc1nccs1 (configuration not stated)	4%	1%	0%	-10%	88%[activator]	-17%	0.3%	13µM*	0.7%	-0.9%	.
Cc1nc2c(-c3ccccc3)c(C)[nH]n2c(=O)c1Cl	-2%	14%	-3%	15%	21%	1%	-0.8%	-4%	1.1%	-1.0%	-16%
COc1cccc(CN2C(=O)CCC2(C)C(=O)NC2CCCCCC2)c1 (configuration not stated)	-3%	6%	-1%	?	12%	6%	-0.9%	-4%	-0.5%	-3.8%	-1%
Nc1nc2ccc(Oc3ccccc3)cc2s1	10%	-1%	-3%	16%	-2%	-12%	0.8%	-1%	0.7%	0.3%[57.5 µM]	-1%
C(#Cc1ccccc1)CN1CCN(c2ccccn2)CC1	2%	2%	0%	-12%	-21%	-3%	-0.8%	4%	-0.7%	0.7%	1%
COc1ccccc1N(CC(=O)Nc1ccccc1C(=O)NC(C)C)S(C)(=O)=O	4%[11.4 µM]	-2%[9.17 µM]	0%	?	11%[11.4 µM]	7%[11.4 µM]	-1.2%	-5%[11 µM]	-2.3%	-1.0%[0.0738 µM]	-1%[7.66 µM]
COCCn1nnnc1C1(N(Cc2cc3cc(C)ccc3[nH]c2=O)CC2CCCO2)CCN(C)CC1 (configuration not stated)	-2%	-4%	-2%	3%	-11%	7%	-1.6%	-4%	-0.6%	2.4%	4%
Cc1cc(S(=O)(=O)N(Cc2ccc(F)cc2)CC2CCCO2)ccc1-n1cnnn1 (configuration not stated)	-4%	0%	-2%	5%	0%	10%	-2.2%	4%	-3.2%	.	30%
CCCCCCn1c(N2CCN(c3ccccc3)CC2)nc2c1c(=O)n(C)c(=O)n2C	2%	.	2%	16%	-17%	-8%	-2.3%	-16%	-1.5%	0.8%[0.369 µM]	-12%
CCc1cc2cc3c(cc2nc1SCC(=O)N1CCN(C(=O)c2ccco2)CC1)OCO3	-9%	-1%	-1%	16%	?	-12%	9.2%	-7%	-1.5%	.	264%[activator]
COc1cc(C)c(S(=O)(=O)NCc2cccs2)cc1C	-1%	-8%	0%	-14%	-4%	-1%	1.3%	?	-0.9%	-1.2%	-1%
Cc1cccc(-n2c(SCC(=O)Nc3nonc3C)nnc2-c2ccoc2C)c1	-18%	1%	-1%	25%	?	1%	1.5%	-8%	-1.8%	-8.0%	-4%
CCOc1ccc(Cn2nnc(C(=O)Nc3ccc(OC)cc3OC)c2N)cc1	-3%	-3%	.	1%	1%	-8%	-0.7%	-5%[2.3 µM]	2.3%	0.1%	.
Cc1ccc(C(=O)N2CCN(c3cccc(Cl)c3)CC2)cc1C	0%	-12%	2%	-13%	-13%	-8%	-1.2%	6%	-0.2%	-0.1%[9.22 µM]	-9%
CSc1nc2ccc(S(=O)(=O)NC3CCCCC3)cc2s1	-4%	17%	2%	17%	-10%	-3%	-0.4%	4%	0.9%	-1.0%[9.22 µM]	1%
CC1(C)C(c2ccccc2)=[N+]([O-])CN1O	-11%[11.4 µM]	-6%[9.17 µM]	2%	?	-1%[11.4 µM]	9%[11.4 µM]	0.3%	-3%[11 µM]	0.6%	-1.4%[0.0738 µM]	1%[7.66 µM]
CCC1CCCCN1CCNS(=O)(=O)c1ccc2c(c1)oc(=O)n2C (configuration not stated)	-3%	-4%	-2%	7%	5%	4%	-1.2%	-2%	-0.4%	-0.1%	.
O=C(Cn1cc2c(n1)CCCC2)N1CCOCC1	-6%	-9%	-5%	-5%	-2%	6%	-3.8%	-9%	1.6%	-0.2%	.
CC(C)(C)NC[C@H](O)COc1cccc2c1CCC(=O)N2	0%[25.6 µM]	5%[20.5 µM]	1%[20.6 µM]	-2%[17.1 µM]	19%[25.6 µM]	-5%[25.6 µM]	-0.7%[34.4 µM]	-5%[26 µM]	-0.1%[34.4 µM]	-0.9%[20.6 µM]	-8%[17.1 µM]
O=c1[nH]c(-c2cccnc2)nc2ccccc12	-2%	-2%	-2%	6%	-6%	2%	-0.1%	-4%	-4.1%	2.1%	6%
O=C(Nc1n[nH]c(C2CCCCC2)n1)C1CCCCC1	-4%	-13%	-3%	?	49%[activator]	10%	-0.5%	-2%	-1.4%	-1.0%	5%
O=C(C1CCN(S(=O)(=O)N2CCOCC2)CC1)N1CCN(Cc2ccccc2)CC1	-4%	0%	0%	-9%	5%	-2%	1.0%	0%	-0.2%	0.2%	3%
CCOC(=O)C1=C(Nc2ccccc2)OCC1=O	4%	1%	3%	12%	6%	-4%	0.5%	-2%	0.1%	-0.7%	-12%

Among those listed so far, these contain a thiophene ring, fused or not.
SMILES	DNA Pol III inh	Ub-GFP proteasome	GFP derepression	CRE-bla Fsk	15-hLO inh	HADH2 inhib	BRCT inh green	Hsp90 Hop PPI	BRCT inh red	HBB splice mod	USP2a inhib
COc1ccc(N2CCN(C(=O)c3cc4c(-c5cccc(OC)c5)nn(C)c4s3)CC2)cc1	6%	1%	-1%	4µM*	-5%	-3%	0.0%	?	-0.7%	-1.9%	25%
COc1cc(C)c(S(=O)(=O)NCc2cccs2)cc1C	-1%	-8%	0%	-14%	-4%	-1%	1.3%	?	-0.9%	-1.2%	-1%

Look-ups from above.
Hsp90 Hop PPI result of CCc1cc2cc3c(cc2nc1SCC(=O)N1CCN(C(=O)c2ccco2)CC1)OCO3 : -7%
BRCT inh green result of O=C(Cn1cc2c(n1)CCCC2)N1CCOCC1 : -3.8%
HADH2 inhib result of Cc1ccc(C(=O)N2CCN(c3cccc(Cl)c3)CC2)cc1C : -8%
BRCT inh red result of O=C(Nc1n[nH]c(C2CCCCC2)n1)C1CCCCC1 : -1.4%

At a glance, part of the list above:
SMILES	DNA Pol III inh	Ub-GFP proteasome	GFP derepression	CRE-bla Fsk	15-hLO inh	HADH2 inhib	BRCT inh green	Hsp90 Hop PPI	BRCT inh red	HBB splice mod	USP2a inhib
O=C(C1CCN(S(=O)(=O)N2CCOCC2)CC1)N1CCN(Cc2ccccc2)CC1	-4%	0%	0%	-9%	5%	-2%	1.0%	0%	-0.2%	0.2%	3%
CCOC(=O)C1=C(Nc2ccccc2)OCC1=O	4%	1%	3%	12%	6%	-4%	0.5%	-2%	0.1%	-0.7%	-12%

Source: PubChem (National Center for Advancing Translational Sciences (NCATS))
